Mdm2-MdmX inh = inhibitors of human Mdm2/MdmX interaction; O15151+Q00987; SaOS-2 split-luciferase Mdm2/MdmX complementation, luminescence; inhibition, % at 8 µM; hit rate 3% among 330,000; AID 485346;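 active means inhibition of at least 50% at 8 µM in the primary screen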
Target sequence (O15151 whole entry, looked up): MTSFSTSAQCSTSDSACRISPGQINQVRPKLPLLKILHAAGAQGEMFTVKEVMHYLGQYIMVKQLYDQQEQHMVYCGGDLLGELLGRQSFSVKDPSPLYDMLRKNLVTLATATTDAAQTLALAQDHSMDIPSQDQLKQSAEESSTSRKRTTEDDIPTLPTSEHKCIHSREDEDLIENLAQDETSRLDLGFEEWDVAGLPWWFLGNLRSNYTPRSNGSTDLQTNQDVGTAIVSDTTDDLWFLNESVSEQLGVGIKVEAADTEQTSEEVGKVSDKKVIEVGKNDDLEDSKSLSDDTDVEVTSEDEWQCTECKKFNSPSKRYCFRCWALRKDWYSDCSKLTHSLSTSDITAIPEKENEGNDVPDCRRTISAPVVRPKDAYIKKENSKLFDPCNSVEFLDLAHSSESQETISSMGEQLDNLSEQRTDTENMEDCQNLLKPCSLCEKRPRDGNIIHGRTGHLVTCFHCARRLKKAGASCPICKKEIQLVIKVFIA
Target sequence (Q00987 whole entry, looked up): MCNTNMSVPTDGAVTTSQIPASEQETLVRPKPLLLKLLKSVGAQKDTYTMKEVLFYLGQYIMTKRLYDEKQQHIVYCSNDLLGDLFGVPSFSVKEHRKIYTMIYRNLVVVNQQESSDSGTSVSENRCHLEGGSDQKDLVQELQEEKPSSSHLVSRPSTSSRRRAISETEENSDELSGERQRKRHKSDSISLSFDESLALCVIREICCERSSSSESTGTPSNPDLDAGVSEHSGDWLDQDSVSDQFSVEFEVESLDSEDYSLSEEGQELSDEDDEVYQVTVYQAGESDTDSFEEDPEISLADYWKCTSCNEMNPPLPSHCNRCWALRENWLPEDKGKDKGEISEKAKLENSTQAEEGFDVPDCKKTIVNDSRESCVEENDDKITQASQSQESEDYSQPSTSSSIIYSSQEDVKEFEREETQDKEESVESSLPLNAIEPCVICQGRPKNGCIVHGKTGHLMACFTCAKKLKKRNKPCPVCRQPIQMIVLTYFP
UPR XBP1 act = adaptive UPR (XBP1) activation | CHO-XBP1 luciferase reporter, IRE1-XBP1 UPR activation, luminescence; percent of tunicamycin response, DMSO as zero | activation, % at 20 µM | hit rate 0.33% among 330,000 | AID 463104;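 active means versus positive control, 20 µM dose yields 30% or more activation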;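 further: 100% = tunicamycin at 10 µg/mL and 0% = DMSO only wells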
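Signal: luciferase luminescence; Assay system: CHO-XBP1 luciferase reporter cells; Amount: one thousand reporter cells per well; Dosing: 20 µM single concentration, DMSO 1%; Benchmarks: high control tunicamycin 10 µg/mL final, low control DMSO vehicle only; Schedule: 6 h compound exposure at 37 °C, 5% CO2; Evaluation: percent activation relative to tunicamycin reference.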
tim10-1 inh = inhibits growth of tim10-1 mutant yeast | S. cerevisiae tim10-1 ts strain growth, BacTiter-Glo, 24 h | hit rate 2.2% among 330,000 | AID 463190 | inhibition, % at 20 µM;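 active means inhibition of at least 40%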;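 further: mutant grown at 25 °C; 0% = DMSO wells with yeast and 100% = wells holding no yeast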
CHOP UPR activ = apoptotic UPR (CHOP) activation; CHO-CHOP luciferase reporter, luminescence; percent of tunicamycin response over DMSO baseline; activation, % at 10 µM; hit rate 0.34% among 330,000;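 active means at 10 µM dose, activation of 40% or more, normalized to positive control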;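 further: 100% = tunicamycin at 10 µg/mL and 0% = DMSO alone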
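Dosing – one dose, 10 µM in 0.5% DMSO · System – CHO-CHOP cells, stable luciferase reporter of PERK-eIF2a-CHOP signalling · Input – 500 cells/well · Control set – tunicamycin 10 µg/mL final as positive, DMSO-only wells as negative · Timing – 6 h compound treatment, 37 °C · Measure – % activation vs tunicamycin · Technique – luminescence read with Steady-Glo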
TIM10 inh = inhibits growth of TIM10 yeast strain; AID 463195; hit rate 1.4% among 330,000; S. cerevisiae TIM10 strain growth, BacTiter-Glo luminescence, 24 h; inhibition, % at 10 µM;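 active means inhibition of 40% or more at the single tested concentration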;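 further: wild-type TIM10 isogenic control strain grown at permissive 25 °C; 0% = DMSO yeast wells and 100% = minimal medium wells without yeast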
NALP3 yeast inh = blocks the NALP3 inflammasome reconstituted in yeast; Yeast reconstituted NLRP3/ASC/caspase-1, beta-gal luminescence, 24 h; hit rate 0.39% among 330,000; inhibition, % at 10 µM; AID 2825;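 active means inhibition of 50% or more; inactive means inhibition below 50%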;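 further: plate controls were induced DMSO wells for no effect and uninduced yeast grown without galactose for full effect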
tim23-1 inh = tim23-1 yeast growth inhibition. S. cerevisiae tim23-1 growth, BacTiter-Glo luminescence, 24 h. inhibition, % at 20 µM. hit rate 1.3% among 330,000. AID 463212;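 active means growth inhibition of the mutant yeast at or above 50%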;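 further: temperature-sensitive mutant grown at 25 °C; plate controls were DMSO-treated mutant yeast for no effect and medium wells lacking yeast for full effect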
APJ agonist = activates the human apelin receptor APJ; P35414; CHO-K1 APJ PathHunter beta-arrestin, luminescence; 0% DMSO wells, 100% apelin; activation, % at 20 µM; hit rate 0.11% among 330,000;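 active means activation more than six SD over the plate average, tested at 20 µM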;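 further: 0% = DMSO alone and 100% = apelin-13 at 10 nM; some results filed as inactive read as strong as hits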
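Assay system: engineered CHO-K1 APJ arrestin reporter cells; Amount: 1000 CHO-K1 reporter cells seeded per well; Dosing: one dose, 20 µM compound, 1% DMSO; Times: compound stimulation 90 min at 25 °C, detection 60 min; Measured by: luminescent beta-gal fragment complementation, chemiluminescent substrate; Read-out: APJ–arrestin association signal; Controls: DMSO vs Apelin-13 10 nM.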
GRIN3A LBD mod = NR3A (human) ligand-binding domain modulation; NR3A LBD differential scanning fluorimetry, Tm shift; 0% = protein alone, 100% = glycine-bound protein; Tm shift relative to glycine control, % at 25 µM; hit rate 2.5% among 340,000;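 active means melting temperature shift of at least 10% of the positive control shift, at one fixed dose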
Starred values were filed as active, the others as inactive.

nr	Structure	Mdm2-MdmX inh	UPR XBP1 act	tim10-1 inh	CHOP UPR activ	TIM10 inh	NALP3 yeast inh	tim23-1 inh	APJ agonist	GRIN3A LBD mod
1	O=C1CC(N(O)c2ccccc2)C(=O)N1c1cc(Cl)cc(Cl)c1 (centres undefined)	6	0	26	-1.4	-3	6	13	5	-2
2	CCC(=O)N(Cc1ccccc1)c1ccccn1	-5	0	12	-1.4	8	-2	12	-5	-2
3	COc1ccc(NC(=O)c2cc(S(=O)(=O)N3CCOCC3)ccc2N2CCOCC2)cc1	0	-5	2	0.9	7	-4	3	-1	1
4	N#CCCn1c(SCC(=O)NCC2CCCO2)nc2ccccc21 (centres undefined)	-13	-2	1	-1.8	-7	12	3	-4	3
5	COc1ccc(C(=O)N(CCc2ccccc2)Cc2ccccc2)c(OC)n1	11	0	9	-1.0	11	4	32	-6	-1
6	O=C(N/N=C/c1ccc(OC(=O)c2ccc3c(c2)OCO3)cc1)c1cncc(Br)c1	-17	0	3	1.5	6	30	-15	-5	-11
7	CNC(=O)N(O)C1N(C)C(=O)N(CC(=O)OC)C1(C)C (centres undefined)	-19	-2	5	1.5	-2	-6	6	6	3
8	COc1ccc(N=C2NC(=O)CS2)c([N+](=O)[O-])c1	-12	2	5	2.1	4	2	14	-2	-1
9	CNC(=O)CSc1nnc(-c2ccco2)n1-c1cccc(C)c1	7	-5	-4	-2.5	3	2	-8	-3	-1
10	CCn1c(NCc2ccccn2)nc2ccccc21	-1	2	11	2.2	-2	2	-3	-1	2
11	COc1cc2c(=O)n(Cc3ccco3)c(=O)n(CC(=O)c3ccc(Br)cc3)c2cc1OC	47	10	3	-0.3	-2	24	17	-4	14*
12	O=C(CCNC(=O)c1ccc(Br)cc1)NNC(=O)c1ccccc1	11	1	-12	-0.2	-15	10	-2	-1	-1
13	Cc1cccc(NC(=O)CSc2nnc(-c3ccccc3)n2N)c1	-4	-2	7	-2.8	7	-14	2	-1	0
14	CCSc1nnc(NC(=O)CCNC(=O)c2ccccc2Cl)s1	-4	-1	9	0.4	1	18	10	-1	-1
15	CCN(CC)S(=O)(=O)c1ccc(NC(=O)c2cc(-c3ccccc3)nc3ccccc23)cc1	9	-2	6	0.0	8	13	7	-2	2
16	Cc1ccc(N=C2NC(=O)CC(C(=O)Nc3ccc4c(c3)OCO4)S2)cc1 (centres undefined)	11	-1	4	-0.6	7	10	7	-4	1
17	Cc1ccccc1NC(=O)CN(c1ccc(F)cc1)S(C)(=O)=O	9	-1	7	-1.4	3	8	-7	-3	3
18	Cc1cc(NC(=O)CSc2nnc(-c3c[nH]c4ccccc34)n2C)no1	-18	-1	-5	1.7	-12	3	-2	2	-1
19	C#CCOc1c(Cl)cc(/C=C2/C(=O)ON=C2C)cc1OC	8	2	11	-2.7	0	10	-5	-3	0
20	CCS(=O)(=O)N1N=C(c2cccc(NS(C)(=O)=O)c2)CC1c1cccs1 (centres undefined)	20	-2	13	0.9	5	9	6	-3	2

Carrying on:
nr	Structure	Mdm2-MdmX inh	UPR XBP1 act	tim10-1 inh	CHOP UPR activ	TIM10 inh	NALP3 yeast inh	tim23-1 inh	APJ agonist	GRIN3A LBD mod
21	Cc1ccc(N2CC(C(=O)NCc3n[nH]c(=O)c4ccccc34)CC2=O)cc1C (centres undefined)	37	0	4	0.2	7	8	1	-5	1
22	NC(=O)c1ccc(CN2CCC(Cc3ccccc3)CC2)cc1	4	0	-11	0.1	-30	0	-8	-2	-2
23	CCN(C(=O)COC(=O)c1ccccc1NC(=O)c1ccco1)C1CCS(=O)(=O)C1 (centres undefined)	21	-1	12	2.5	-1	12	-7	-2	-4
24	O=C(CCN1C(=O)C2CC=CCC2C1=O)NC1CCCCC1 (centres undefined)	-1	-3	24	-1.4	15	-12	5	-5	1
25	NC1=NC(c2cn[nH]c2-c2cccc(F)c2)n2c(nc3ccccc32)N1 (centres undefined)	-6	0	9	1.1	-2	11	-4	-3	-1
26	Cc1[nH]c2ccccc2c1C(=O)COC(=O)c1ccc([N+](=O)[O-])s1	38	-8	-18	5.4	71*	56*	27	4	-8
27	CCN(CC)CCNC(=S)Nc1ccc(Cl)cc1	-34	-2	0	-0.1	11	0	18	-2	1
28	O=C(Nc1nnc(C2CCCCC2)s1)c1ccc(Br)s1	-96	2	5	7.3	-22	-15	-8	-2	-2
29	CCOC(=O)c1ccccc1NC(=O)CSc1nnc(Cc2cccn2C)n1-c1ccc(C)cc1	-2	1	36	0.1	30	9	36	-2	0
30	CCN(CC)CCn1c(OC)cc(=O)[nH]c1=O	8	-3	6	1.3	-2	-2	13	0	0
31	Cn1c(=O)c2c(ncn2CC(=O)Nc2ccc(Cl)cc2Cl)n(C)c1=O	6	-3	-19	-0.2	-10	7	3	3	2
32	CCSc1nnc(-c2cccnc2)n1-c1ccc(C)c(Cl)c1	10	0	27	-0.7	28	3	17	-4	-2
33	COc1ccc(N(CC(=O)NC2CC3CCC2C3)S(=O)(=O)c2ccc(C)c([N+](=O)[O-])c2)cc1 (centres undefined)	37	-6	-9	-1.4	22	9	-1	-3	-13
34	CCc1c(C)sc(NC(=O)c2cc(-c3ccc(OC)c(OC)c3)on2)c1C#N	32	-2	0	-2.1	7	2	8	-5	4
35	CC1(C)CC(=O)c2sc(NS(=O)(=O)c3ccc(Cl)cc3)nc2C1	-9	-3	-15	-1.5	9	17	-1	-1	-14
36	COc1ccc(C=NC(CO)C(O)c2ccc([N+](=O)[O-])cc2)cc1 (centres undefined)	31	-3	2	0.1	-5	14	10	-1	1
37	CCN(CC)CCN1c2ccccc2Sc2ccc3ccccc3c21	56*	-4	39	4.8	30	31	-2	8	-4
38	COc1ccccc1/C=C/c1onc(C)c1S(=O)(=O)N1CCC(C(=O)NC2CCCCCC2)CC1	19	-6	10	2.7	3	7	18	-3	1
39	CCC(C(=O)NC1CC1)n1nc(C)c2c(C)n(-c3ccc(C)cc3)nc2c1=O (centres undefined)	31	-2	-4	1.0	-1	2	4	-7	-1
40	CCN1CCc2c(C#N)c(N3CCOCC3)nc(N3CCOCC3)c2C1	12	-1	18	-1.6	7	11	-14	-1	27*

3 entries picked at random from the list so far, as already listed:
nr	Structure	Mdm2-MdmX inh	UPR XBP1 act	tim10-1 inh	CHOP UPR activ	TIM10 inh	NALP3 yeast inh	tim23-1 inh	APJ agonist	GRIN3A LBD mod
22	NC(=O)c1ccc(CN2CCC(Cc3ccccc3)CC2)cc1	4	0	-11	0.1	-30	0	-8	-2	-2
33	COc1ccc(N(CC(=O)NC2CC3CCC2C3)S(=O)(=O)c2ccc(C)c([N+](=O)[O-])c2)cc1 (centres undefined)	37	-6	-9	-1.4	22	9	-1	-3	-13
30	CCN(CC)CCn1c(OC)cc(=O)[nH]c1=O	8	-3	6	1.3	-2	-2	13	0	0

Later entries.
nr	Structure	Mdm2-MdmX inh	UPR XBP1 act	tim10-1 inh	CHOP UPR activ	TIM10 inh	NALP3 yeast inh	tim23-1 inh	APJ agonist	GRIN3A LBD mod
41	COc1ccc([C@H]2C(C(=O)O)=C[C@@H](CC3CCCC3)N2S(=O)(=O)c2ccc(C)cc2)cc1OC	18	-3	-4	-1.2	2	0	2	-4	3
42	CC1N/C(=C\C(=O)c2ccccc2)N(O)C1(C)C (centres undefined)	-23	-4	-14	2.9	5	8	1	-1	-1
43	CCOC(=O)c1ccc(N2CCN(c3ccc(F)cc3)CC2)c(NC(=O)Nc2cccc(OC)c2)c1	-25	0	11	6.5	14	16	9	0	2
44	O=C(N=Nc1c(O)[nH]c2ccc([N+](=O)[O-])cc12)c1ccccc1[N+](=O)[O-]	46	-3	6	-0.8	25	12	12	-5	-3
45	Cc1ccc2sc(N(CCCN(C)C)C(=O)c3ccc(S(=O)(=O)N(C)C)cc3)nc2c1C	17	3	18	-1.1	11	18	19	-2	-1
46	CCOc1ccc(N(C)C(=O)CCc2nnc3ccc(N4CCCCC4)nn23)cc1	11	-5	5	-2.1	8	18	8	-3	-2
47	COc1ccc(-c2ccc(CCC(=O)O)n2CC(=O)Nc2ccccc2C)cc1	-18	-1	19	-1.0	-7	14	11	-1	0
48	CCC(NC(=O)C(C)NC)C(=O)N1CCCC1C(=O)NC1CCCc2ccccc21 (centres undefined)	-5	5	3	2.6	2	1	4	-1	1
49	CCOC(=O)c1ccc([N+](=O)[O-])cc1NC(C)=O	-13	1	15	3.0	6	15	1	0	4
50	COc1ccc(-c2nc3ccccc3n2Cc2ccc(C)cc2)cc1	11	0	20	0.8	19	22	17	-4	3
51	O=C(NCCO)c1nc2ccccc2s1	-6	-1	6	3.2	-13	7	-4	-2	-1
52	Cc1oc(-c2ccccc2)cc1C(=O)NC(Cc1c[nH]c2ccccc12)C(=O)O (centres undefined)	-15	3	6	-0.3	-1	6	25	0	-2
53	CCC(C)(C)NC(=O)C(c1ccc(OC)cc1)N(C(=O)CCC(=O)Nc1cc(C)on1)c1ccccc1OC (centres undefined)	8	-2	9	2.7	6	3	11	-1	3
54	CC1(C)CC(=O)C2=C(C1)NC(=S)C(C#N)C21CCCCC1 (centres undefined)	0	-3	21	-0.7	25	14	15	2	6
55	CC(NC(=O)c1ccc(S(=O)(=O)N(C)C)cc1)c1ccc(-n2ccnc2)cc1 (centres undefined)	-20	2	-4	1.3	10	9	-13	6	1
56	O=C(/C=C/c1ccc2c(c1)OCO2)Nc1cc(S(=O)(=O)N2CCOCC2)ccc1N1CCOCC1	24	2	-4	-1.4	1	-17	13	-4	-2
57	O=C(CCc1ccc(S(=O)(=O)N2CCOCC2)cc1)Nc1ccc(F)cc1[N+](=O)[O-]	9	-1	-1	-2.3	-8	12	5	4	-1
58	N#CC1=C(SCc2ccccc2)NC(=O)CC1c1ccco1 (centres undefined)	16	0	33	1.6	25	17	13	-1	-1
59	CC(C)NC(=O)c1onc(CSc2ccncc2)c1C(=O)NC(C)C	8	-1	-7	0.3	-4	26	3	-5	1
60	Cc1cc(=O)n2nc(N3CCCC(C(=O)NCc4ccc(Cl)cc4)C3)sc2n1 (centres undefined)	5	-1	14	2.0	-13	10	-10	-2	2

More entries
nr	Structure	Mdm2-MdmX inh	UPR XBP1 act	tim10-1 inh	CHOP UPR activ	TIM10 inh	NALP3 yeast inh	tim23-1 inh	APJ agonist	GRIN3A LBD mod
61	O=C(NCc1cccnc1)c1nc(-c2cccs2)no1	-8	-2	16	3.1	15	18	6	-4	-1
62	CCOC(=O)N1CCN(C(=O)c2ccccc2N(C)S(C)(=O)=O)CC1	-28	-2	13	-0.9	11	14	11	-1	-2
63	COc1ccc2c(C)cc(SCC(=O)N(C)C3CCS(=O)(=O)C3)nc2c1 (centres undefined)	16	-1	20	-2.7	-19	-3	-1	0	-1
64	COc1ccc(OCCn2c(=O)sc3ccccc32)cc1	-72	1	-20	4.6	-13	38	-1	-2	2
65	Cc1cc(NC(=O)CN2C(=O)NC(CC(C)C)C2=O)no1 (centres undefined)	-6	-2	-5	-0.9	8	5	8	-1	0
66	COc1ccccc1/C=C(/C(=O)OCC(N)=O)c1ccccc1	5	-1	27	-1.7	17	12	15	-1	0
67	O=C(Cn1cc(C(F)(F)F)ccc1=O)N/N=C/c1cccc(Cl)c1	-1	2	-14	1.0	6	14	15	2	-3

Not a hit list (roughly 8.2% active in at least one column).
